Bioassay records: PubChem BioAssay, NCI
Growth percent in the NCI-60 one-dose screen (48 h, 10 µM unless noted): 100 = growth as untreated, 0 = no growth, -100 = all killed.
HS 578T: HS 578T breast cancer; AID 1794788; 78,000 compounds, 4.1% hits
MALME-3M: MALME-3M melanoma; AID 1794766; 78,000 compounds, 5.8% hits
UACC-257: UACC-257 melanoma; 78,000 compounds, 4.4% hits
SK-MEL-5: SK-MEL-5 melanoma | 80,000 compounds, 6.4% hits
SK-MEL-28: SK-MEL-28 melanoma | 81,000 compounds, 4.1% hits
LOX IMVI: LOX IMVI melanoma; 79,000 compounds, 7.4% hits
SK-MEL-2: SK-MEL-2 melanoma. 77,000 compounds, 4.7% hits. AID 1794763
T-47D: T-47D breast cancer. 79,000 compounds, 5% hits
Active calls of the source: *; · = no result given; & = joins results of further samples; [ ] = dose if it differs, or a comment. Rule for the calls: active = growth percent below 10; inactive = the rest. Hits appear at their usual frequency; overall some 11% were active at least once.

SMILES,HS 578T,MALME-3M,UACC-257,SK-MEL-5,SK-MEL-28,LOX IMVI,SK-MEL-2,T-47D
COc1ccc(/C=C/C(=O)c2ccc(NC(=O)CSc3nnc(-c4c[nH]c5ccccc45)n3-c3ccccc3)cc2)cc1OC,78,83,111,84,101,75,96,52
O=C1NC(=O)/C(=C/c2cccc(OCc3cc4ccccc4nc3Cl)c2)S1,88,89,113,94,99,50,104,68
CS(=O)(=O)Nc1ccccc1-c1nc2ccccc2c(=O)o1,97,81,100,96,99,90,105,100
COc1cc(CNC(=O)CCCC/C=C/C(C)C)ccc1OCc1nnc(Nc2ccccc2F)o1,84,·,98,87,85,83,111,65
CCCN(CCC)C(=O)[C@H](CC)[C@@H]1CC[C@@H](C)[C@@H]([C@H](C)[C@@H](O)[C@@H](C)C(=O)[C@H](CC)C2O[C@]3(C=C[C@@H](O)[C@]4(CC[C@@](C)([C@H]5CC[C@](O)(CC)[C@H](C)O5)O4)O3)[C@H](C)C[C@@H]2C)O1 (stereo not given in full),12,-13*,8.4*,-92*,24,1.2*,0.7*,11
Nc1cc2ccccc2c(O)c1O,82,-39*,89,75,110,-53*,85,-1.0*
CCCCN(CCCC)CC(C)(O)c1cc(-c2ccc(Cl)cc2)nc2c(C)cc(C)cc12 (stereo not given),106,115,93,102,111,99,112,·
CN(C)CCCNC1=C(Cl)C(=O)C(NCCCN(C)C)=C(Cl)C1=O,115,24,85,56,127,59,91,113
Oc1ccc(CCC2CCNCC2)cc1,93,98,111,100,103,101,102,92
CS(=O)(=O)c1cnccn1,98,118,88,101,102,96,100,101
Cc1nc(Cl)c2[nH]c(Cl)nc2n1,105,100,93,102,115,100,106,90
O=C1Nc2ccccc2/C1=N\c1nnc(-c2ccc(Cl)cc2)o1,103,86,102,92,99,93,114,61
O=S(=O)(Oc1ccc(-c2nnc(Nc3ccccc3)s2)cc1)C(F)(F)C(F)(F)C(F)(F)C(F)(F)C(F)(F)C(F)(F)F,98,108,97,108,105,100,106,104
Cc1ccc(Nc2ccc(Nc3ccc(C)cc3)c3c2C(=O)c2cccc(O)c2C3=O)cc1,99,120,105,96,118,92,66,104
CC(C)C1=C(O)C2=C(C(=O)C1=O)[C@@]1(C)CCCC(C)(C)[C@@H]1CC2,85,·,79,70,73,57,98,68
Cc1c(-c2ccccc2)[nH]c2ccccc12,102,106,112,·,121,81,115,92
CC(=O)O[C@H]1CC[C@H]2[C@@H]3CC[C@H]4OC(=O)CC[C@@H]4[C@H]3CC[C@]12C,105,·,97,92,114,·,98,102
N#C/C(=C\c1cn(-c2ccccc2)nc1-c1ccccc1)c1nc2ccccc2c(=O)[nH]1,92,89,98,91,103,90,108,73
Cc1ccc(OCc2cccc(Cl)c2)cc1,112,94,·,95,112,101,·,118
Cc1ccc(C2(c3ccccc3)NC(=O)NC2=O)cc1 (stereo not given),110,120,106,97,107,100,136,110
CCSc1nnc2c3c4c(sc3nc(-c3cccc5ccccc35)n12)CCCCCC4,104,100,95,99,110,103,99,88
Cc1nc2c3c(ncn2n1)Oc1c(c(=O)[nH]c2ccccc12)C3c1ccc(Cl)cc1 (stereo not given),100,105,105,95,110,91,101,86
COC(=O)c1cc(Cl)nc(SC)n1,97,114,80,103,111,100,88,102
CCn1c(=O)cc(-n2nncc2COc2ccc(C=O)cc2)c2ccccc21,112,105,111,102,108,100,108,98
N#Cc1c(-c2ccc(F)cc2)cc(-c2cccc(Cl)c2)[nH]c1=O,46,70,94,70,84,64,79,60
NC(=O)c1c(Nc2ccccc2)nn2c(-c3ccc(Cl)cc3)c(-c3nc4ccccc4s3)c(N)nc12,103,106,119,99,109,95,108,88
CCNC(=S)n1nc(-c2ccc(OC)cc2)nc1N,100,83,111,99,105,97,105,110
O=C1/C(=C/c2ccc([N+](=O)[O-])cc2)COc2ccc(O)cc21,89,96,106,94,108,1.8*,109,79
Nc1cccc(-n2c(COc3ccc(I)cc3)nc3ccccc32)c1,110&63,96&82,101&99,100&60,99&99,101&80,105&83,99&55
CC(=O)CC(=O)NC(C)CCC(C)C (stereo not given),108,106,107,103,97,98,129,122
COc1ccc(NC(=O)CSc2nc3ccccc3c(=O)n2-c2ccccc2C(F)(F)F)c(OC)c1OC,·,106,100,98,106,99,121,95
O=C1C(=O)N(CCCCn2cc(-c3ccc(F)cc3)nn2)c2ccccc21,98,92,109,98,111,87,104,94
CCOC(=S)SCc1cc(=O)oc2ccc(C)cc12,101,89,85,92,108,79,76,58
COc1cc(C2CC(=O)c3ccccc3N2)cc(OC)c1OC (stereo not given),99,94,87,99,107,104,74,93
COc1ccc(NC(=O)C2=C(C)Nc3ncnn3C2c2cc(OC)c(OC)c(OC)c2)cc1 (stereo not given),106,107,99,104,111,101,112,99
N#Cc1c(-c2ccc(Cl)cc2)nc2c(c(-c3ccccc3)nn2-c2ccccc2)c1-c1ccc(O)cc1,27,62,85,56,56,27,75,55
COc1cc2oc(-c3cccc(C(=O)Nc4ccc(Cl)cc4)c3)cc(=O)c2c(OCCNC(=O)[C@@H](N)Cc2ccccc2)c1OC,103,106,103,102,103,88,110,108
COc1cc(OC)cc(-c2cncn2-c2ccc(-c3nc4cc(OC)cc(OC)c4s3)cc2)c1,50,48,82,40,83,51,81,63
O=C1N(Cc2ccc(Cl)cc2)c2ccccc2C12NCCc1cccc(O)c12 (stereo not given),91,87,99,98,107,93,112,92
CC(=O)OC(C)(C#N)C(C)(C#N)OC(C)=O (stereo not given),100,89,96,103,105,97,·,107
CCN1C(=O)/C(=c2\sc3n(c2=O)C2C(NN=3)N(CC)C(=S)N2CC)c2ccccc21 (stereo not given),100,93,·,103,108,98,102,·
CSc1nc2c(c(=O)n1C)CN(Cc1ccccc1)C(=O)C(c1ccccc1)N2 (stereo not given),101,105,89,96,110,103,101,93
CC(=O)Nc1cc(C)c(C)cc1NC(C)=O,104,94,100,87,109,101,113,·
Cc1cc(-c2ccccc2)n2nc(N)c(=S)nc2n1,104,103,104,105,104,94,112,103
COC(=O)c1[nH]nc2c1C1(C(=O)Nc3ccc([N+](=O)[O-])cc31)C(C#N)=C(N)O2 (stereo not given),94,100,106,99,112,100,103,92
Cc1[nH]c2ccc(F)cc2c1CCNC(=O)C1CCN(C(=O)c2ccc(-c3ccccc3)cc2)CC1,73,64,58,27,68,49,72,-32*
N#Cc1ccc(OC(=O)Nc2cc(Cl)cc(Cl)c2)cc1,-12*[100 µM],-32*[100 µM],-20*[100 µM],-94*[100 µM],5.6*[100 µM],·,-43*[100 µM],-12*[100 µM]
CC(=O)c1cccc(NC(=O)c2c(-c3ccccc3)c(-c3ccccc3)n[nH]c2=O)c1,·,99,109,106,97,94,108,86
O=C(NCC(O)CNC(=O)Nc1ccc(C2=NCC(O)CN2)cc1)Nc1ccc(C2=NCC(O)CN2)cc1 (stereo not given),104,106,101,104,116,98,112,101
Cc1nc2ccccc2n1C(=O)CC1C(=O)NC(=O)NC1=O,100,106,110,103,106,93,107,98

Filtered by structure, those above with a cyano group.
SMILES,HS 578T,MALME-3M,UACC-257,SK-MEL-5,SK-MEL-28,LOX IMVI,SK-MEL-2,T-47D
N#C/C(=C\c1cn(-c2ccccc2)nc1-c1ccccc1)c1nc2ccccc2c(=O)[nH]1,92,89,98,91,103,90,108,73
N#Cc1c(-c2ccc(F)cc2)cc(-c2cccc(Cl)c2)[nH]c1=O,46,70,94,70,84,64,79,60
N#Cc1c(-c2ccc(Cl)cc2)nc2c(c(-c3ccccc3)nn2-c2ccccc2)c1-c1ccc(O)cc1,27,62,85,56,56,27,75,55
CC(=O)OC(C)(C#N)C(C)(C#N)OC(C)=O (stereo not given),100,89,96,103,105,97,·,107
COC(=O)c1[nH]nc2c1C1(C(=O)Nc3ccc([N+](=O)[O-])cc31)C(C#N)=C(N)O2 (stereo not given),94,100,106,99,112,100,103,92
N#Cc1ccc(OC(=O)Nc2cc(Cl)cc(Cl)c2)cc1,-12*[100 µM],-32*[100 µM],-20*[100 µM],-94*[100 µM],5.6*[100 µM],·,-43*[100 µM],-12*[100 µM]

Quoted at random: 3 compounds from above.
SMILES,HS 578T,MALME-3M,UACC-257,SK-MEL-5,SK-MEL-28,LOX IMVI,SK-MEL-2,T-47D
Cc1[nH]c2ccc(F)cc2c1CCNC(=O)C1CCN(C(=O)c2ccc(-c3ccccc3)cc2)CC1,73,64,58,27,68,49,72,-32*
COc1cc(C2CC(=O)c3ccccc3N2)cc(OC)c1OC (stereo not given),99,94,87,99,107,104,74,93
Cc1cc(-c2ccccc2)n2nc(N)c(=S)nc2n1,104,103,104,105,104,94,112,103

Additional records follow.
SMILES,HS 578T,MALME-3M,UACC-257,SK-MEL-5,SK-MEL-28,LOX IMVI,SK-MEL-2,T-47D
CCCCCCCCCCCCCCCCCCCCCCCCCCO,112,99,92,100,102,100,111,105
C=CCn1c(SCC(=O)Nc2cccc(C(=O)/C=C/c3ccc(C)cc3C)c2)nc2ccccc2c1=O,97,98,116,97,95,84,·,71
CCOC(=O)C1=C(N)N(c2ccc(C)cc2)C2=C(C(=O)CC(C)(C)C2)C1c1ccc(Cl)cc1 (stereo not given),110,91,97,84,109,114,102,84
CCCC(O)Cn1ncc(C(=O)OCC)c1NC(=O)NCc1ccc(F)cc1 (stereo not given),102,95,94,84,102,96,77,77
O=C(O)c1ccc(-n2cc(/C=N/Nc3ccc(F)cc3F)c(-c3ccc(O)cc3)n2)cc1,92,112,95,94,100,93,107,66
O=[N+]([O-])c1ccc(-c2ncc(-c3ccc(Br)cc3)o2)cc1,129,125,74,89,114,104,99,95
CC1(C)CC(=O)C2=C(C1)N(CCc1ccc(S(N)(=O)=O)cc1)C1=C(C(=O)CC(C)(C)C1)C2c1ccccc1,110,105,103,97,109,87,109,99
Cc1ccc(C2(C)OCCCO2)cc1,94,103,104,107,99,99,101,·
COc1ccc(/C=C/C(=O)c2ccc(NC(=O)CSc3nnc(-c4cc(-c5ccc(S(N)(=O)=O)cc5)nc5ccccc45)n3-c3ccccc3)cc2)cc1,83,91,100,93,95,93,102,80
CC(C)C1=NOC(=O)C1=Cc1cn(-c2ccccc2)nc1-c1cccc([N+](=O)[O-])c1,30,109,104,90,93,0.1*,101,85
O=c1[nH]c(Nc2cccc(Cl)c2)nc2nc(Nc3ccc(NC(=S)Nc4ccccc4)cc3)nc(-c3ccc(O)cc3O)c12,99,124,21,111,101,109,103,84
Cc1c(O)ccc2cc(C(=O)CSc3nnnn3-c3ccccc3)c(=O)oc12,89,110,89,102,109,88,103,85
Cc1ccc(OCCn2ccc(=O)n(CCOc3ccc(Cl)cc3C(=O)c3cc(C)cc(C)c3)c2=O)cc1,37,52,64,49,68,47,41,39
CC(CNC1CCCCC1)OC(=O)Nc1ccccc1 (stereo not given),·,106,107,96,108,93,102,90
Oc1ccc(N=Cc2ccc(OCc3ccccc3)cc2)cc1,104,93,118,92,106,100,·,103
COc1ccc2c(c1)[nH]c(=O)c1c3cccc(F)c3cn21,·,51,45,28,61,39,63,64
CC12C=CC(=O)C=C1CCC1C2CCC2(C)C(C(=O)CO)CCC12 (stereo not given),112,·,78,93,114,95,102,93
O=C1CSC(c2cccc(O)c2)N1c1nnc(Cn2cnnc2)o1 (stereo not given),97,94,90,131,111,95,·,89
